Screening results: PubChem BioAssay, The Scripps Research Institute Molecular Screening Center
M4 antag – antagonists of human muscarinic M4 receptor (CHRM4); CHO-hM4 cells, ACh EC80, Fluo-8 calcium fluorescence; inhibition, % at 3 µM; hit rate 0.73% among 360,000;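 active means inhibition above its plate's cutoff, the mean inhibition of sample wells plus 3 SD, cut at about 27% in these data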;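 further: 0% = acetylcholine EC80 with DMSO and 100% = DMSO without agonist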
Target sequence (P08173 whole entry, looked up): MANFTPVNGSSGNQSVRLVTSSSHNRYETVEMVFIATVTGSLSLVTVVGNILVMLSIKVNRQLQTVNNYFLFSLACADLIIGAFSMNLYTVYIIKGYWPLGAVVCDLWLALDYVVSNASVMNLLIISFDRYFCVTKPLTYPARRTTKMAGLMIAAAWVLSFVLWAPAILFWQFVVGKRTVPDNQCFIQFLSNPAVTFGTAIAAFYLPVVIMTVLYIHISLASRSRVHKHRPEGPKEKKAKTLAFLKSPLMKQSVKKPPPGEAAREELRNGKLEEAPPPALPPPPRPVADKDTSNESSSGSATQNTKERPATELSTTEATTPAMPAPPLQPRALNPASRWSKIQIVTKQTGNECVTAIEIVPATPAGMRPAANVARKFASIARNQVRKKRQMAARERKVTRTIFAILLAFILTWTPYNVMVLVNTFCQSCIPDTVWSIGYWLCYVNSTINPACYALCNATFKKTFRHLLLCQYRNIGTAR
CHRM5 PAM – CHRM5 positive allosteric modulation. CHO-K1 hM5, Fluo-8 calcium, ACh EC20 PAM; 0% = ACh EC20, 100% = ACh EC100. activation, % at 3 µM. hit rate 0.3% among 360,000;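 active means activation above the run cutoff, the mean activation of all test compounds plus 3 SD, cut at about 18% in these data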
Target sequence (P08912 whole entry, looked up): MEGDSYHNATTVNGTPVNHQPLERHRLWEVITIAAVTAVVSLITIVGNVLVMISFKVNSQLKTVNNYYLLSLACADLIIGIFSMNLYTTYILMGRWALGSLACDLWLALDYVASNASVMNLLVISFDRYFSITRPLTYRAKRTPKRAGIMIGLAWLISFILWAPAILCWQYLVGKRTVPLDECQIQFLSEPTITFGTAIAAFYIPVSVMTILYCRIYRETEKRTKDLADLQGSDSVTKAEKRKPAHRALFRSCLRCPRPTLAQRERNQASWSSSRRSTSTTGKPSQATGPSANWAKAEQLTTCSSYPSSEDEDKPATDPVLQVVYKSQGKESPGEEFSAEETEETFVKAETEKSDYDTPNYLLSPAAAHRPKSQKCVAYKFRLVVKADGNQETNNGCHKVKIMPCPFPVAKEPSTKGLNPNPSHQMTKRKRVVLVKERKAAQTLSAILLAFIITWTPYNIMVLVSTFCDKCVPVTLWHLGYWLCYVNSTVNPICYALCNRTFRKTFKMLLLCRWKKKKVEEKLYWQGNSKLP
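System – CHO-K1 hM5 cells · Compound – 3 µM, single dose · Incubation – compound preincubation 140 s before EC20 acetylcholine addition · Technique – Fluo-8 calcium fluorescence · Measure – Max/basal fluorescence ratio as % of EC20–EC100 ACh window · Benchmarks – low control EC20 acetylcholine (0%), high control EC100 acetylcholine (100%) · Replication – singlicate, one well per test compound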
CHRM5 agonist – agonists of human muscarinic M5 receptor (CHRM5) | P08912 | CHO-K1 hM5 cells, Fluo-8 calcium fluorescence; 0% DMSO wells, 100% maximal acetylcholine response | activation, % at 3 µM | hit rate 0.19% among 360,000 | AID 624037;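 active means activation above the run's mean over test compounds plus 3 SD, cut at about 23% in these data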;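 further: signal is peak over basal fluorescence ratio across the kinetic read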
CHRM4 agonist – CHRM4 agonism in calcium assay. P08173. CHO-K1 hM4/Gqi5, Fluo-8 calcium fluorescence; vehicle 0%, full acetylcholine response 100%. activation, % at 3 µM. hit rate 0.14% among 360,000;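 active means activation above the run mean over all test wells plus 3 SD, cut at about 32% in these data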;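 further: peak over basal fluorescence ratio per well then scaled between controls; 0% = DMSO wells and 100% = acetylcholine at EC100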
M5 antag – CHRM5 antagonism in calcium assay; hit rate 0.59% among 360,000; CHO-hM5 cells, Fluo-8 calcium fluorescence, ACh EC80; inhibition, % at 3 µM;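 active means inhibition above a per-plate cutoff, the mean of that plate's test compounds plus 3 SD, cut at about 27% in these data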;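 further: 0% = acetylcholine EC80 with DMSO and 100% = DMSO without agonist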
M1 PAM parental – M1 PAM counterscreen hit in parental CHO-K1 cells; ATP EC20, Fluo-8 calcium fluorescence; 0% at ATP EC20, 100% at ATP max; hit rate 0.02% among 360,000; activation, % at 3 µM;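 active means activation above the run cutoff, the mean activation of all test compounds plus 3 SD, cut at about 40% in these data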;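 further: peak over basal fluorescence ratio in a 140 s read after ATP addition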
CHO-K1 Ca antag – M1 antagonist counterscreen hit in parental CHO-K1 cells | ATP-induced calcium, Fluo-8 fluorescence | inhibition, % at 3 µM | hit rate 0.6% among 360,000;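 active means inhibition above a per-plate cutoff, the plate's mean sample inhibition plus 3 SD, cut at about 24% in these data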;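 further: 0% = DMSO plus EC80 ATP and 100% = DMSO alone without ATP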
CHRM4 PAM – potentiates acetylcholine response at human M4 receptor | P08173 | hit rate 0.4% among 360,000 | activation, % at 3 µM | CHO-K1 hM4/Gqi5, Fluo-8 calcium fluorescence, ACh EC20; 0% = ACh EC20, 100% = maximal ACh;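 active means activation above its plate's cutoff, the mean activation of sample wells plus 3 SD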; further: some results filed as inactive read as strong as hits
CHO-K1 Ca ag – counter-screen for M1 agonists: effect in parental CHO-K1 cells; Fluo-8 calcium fluorescence; scaled to maximal ATP response, vehicle zero; activation, % at 3 µM; hit rate 0.48% among 360,000; AID 602248; in the data active means activation above about 15%;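 further: untransfected CHO-K1 host cells lacking M1 receptor as counterscreen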
* marks the source's active call; other numbers are inactive results.

SMILES	M4 antag	CHRM5 PAM	CHRM5 agonist	CHRM4 agonist	M5 antag	M1 PAM parental	CHO-K1 Ca antag	CHRM4 PAM	CHO-K1 Ca ag
C#CCOCCOCCOCCNc1nc(N2CCN(C(=O)CCCCCCCCCCNC(=O)[C@@H](CCSC)n3cc(CCO)nn3)CC2)nc(N2CCN(C(=O)CCCCCCCCCCNC(=O)[C@H](CCC(=O)O)n3cc(CCCCCN)nn3)CC2)n1	6	2	5	3	5	12	-8	2	2.2
COC(=O)C(CCSC)NC(=O)CNS(=O)(=O)c1ccc(F)cc1 (centres undefined)	-4	7	-6	1	-2	7	-17	6	0.8
Cc1cc(C)c2c(n1)SCC(=O)N2CC(=O)Nc1ccc(F)cc1	5	-2	2	0	5	2	-6	-7	0.3
CCOc1ccccc1-n1nnnc1SCC(=O)NC(=O)NCc1ccco1	0	-40	-2	9	9	22	-5	-6	4.3
CCN1CCN(CCCNC(=O)CS(=O)(=O)Cc2nc(-c3ccccc3C)oc2C)CC1	1	-2	-5	1	5	16	-17	1	0.7
CCOc1ccc(S(=O)(=O)Oc2ccc3ccccc3c2)cc1	2	-6	-2	2	6	8	4	-9	2.1
O=C(COC(=O)c1c(F)cccc1F)NCc1cccs1	4	-8	-1	1	16	19	-11	10	0.7
Cc1cc[n+](CCC(=O)O)c2ccccc12	5	0	2	1	-1	-3	-5	-2	-0.4
Cc1cccc(S(=O)(=O)Nc2cc(Cl)ccc2N2CCOCC2)c1	3	-6	-1	1	19	-2	-3	2	-0.4
COc1ccccc1NC(=O)c1ccc(NC(=O)CSc2nc(N)cc(=O)[nH]2)cc1	4	10	0	-1	0	-5	-8	1	0.0
C[C@@H]1O[C@H](C2CCCCC2)Cc2[nH][nH]c(=O)c21	6	0	2	1	-1	5	-14	2	0.3
CCCCc1cc(=O)oc2cc(C)cc(OC(C)C(=O)O)c12 (centres undefined)	2	-2	2	0	0	19	-4	-1	1.2
CCOCCCNC(=O)C1CCC(CNS(=O)(=O)c2ccc(Cl)cc2)CC1 (centres undefined)	-4	2	2	2	-4	-8	-7	9	0.3
CCN(CC)S(=O)(=O)c1ccc(N2CCCC2)c(NC(=O)c2ccc(N3CCCC3=O)cc2)c1	-10	-1	-4	2	-1	10	-9	-1	0.4
C=CCN(CC=C)C(=O)c1cccc(OC2CCN(S(=O)(=O)N(C)C)CC2)c1	-1	-4	0	3	9	-5	-3	0	2.0
Cc1cc(C)c(C(=O)COC(=O)C2CCN(c3ccc(C(F)(F)F)cn3)CC2)cc1C	11	1	0	0	6	17	-7	-3	1.1
Cc1cc(C(=O)OCC(=O)NCc2ccco2)c(C)n1-c1ccc(F)cc1	5	-3	2	2	-2	-2	-4	-8	2.2
COc1ccc(NC(C)=O)c([N+](=O)[O-])c1[N+](=O)[O-]	-4	10	2	1	-2	9	-3	-2	0.6
O=C(c1cc2nc(-c3ccco3)cc(C(F)(F)F)n2n1)N1CCCCCC1	3	-2	4	3	8	9	-6	-6	5.2
Cc1nn(Cc2ccc(C(=O)N/N=C/c3ccncc3)o2)c(C)c1Cl	3	-1	-3	5	-3	-2	1	-6	1.2
COc1cc(OC)c(NC(=O)CCNS(=O)(=O)c2cc(Br)cnc2N)cc1Cl	-7	-8	-4	6	9	11	-10	7	3.0
COc1ccc(S(=O)(=O)N2CCOCC2)cc1NC(=O)CN1CCCCCC1	-8	4	-6	2	0	9	-7	3	1.3
CC(=O)Nc1cccc(NCC(=O)Nc2cc(S(=O)(=O)N3CCCCC3)ccc2Cl)c1	-7	5	3	9	12	17	-11	0	1.6
Nn1c(SCC(=O)NC2CCCCC2)nnc1-c1ccccc1	4	8	0	0	-4	1	4	-3	0.0
S=C(N/N=C/c1ccccc1Cl)Nc1cccc(Cl)c1Cl	13	-21	-2	10	16	18	-5	-16	3.0
Cc1cc(C(F)(F)F)c2c(C)nn(-c3ccccc3)c2n1	1	-3	-3	1	9	-13	0	-10	0.1
Cc1cc(Br)c(NC(=O)CN2C(=O)NC3(CCOc4ccccc43)C2=O)c(Br)c1 (centres undefined)	-2	-6	2	3	6	26	-23	0	1.5
CCOC(=O)c1c(CNc2ccncc2)n(C)c2cc(Br)c(O)cc12	-5	10	-7	0	-5	-10	-10	-4	0.2
CCN(C(=O)CSc1nnc(Nc2ccc(OC)cc2)s1)C1CCS(=O)(=O)C1 (centres undefined)	-11	-1	-4	1	3	22	-12	3	0.6
CC1CCCCC1NC(=O)c1cc(S(=O)(=O)N2CCOCC2)ccc1Cl (centres undefined)	8	-11	0	1	-3	-16	16	0	-0.4
COc1cc(C(=O)N/N=C/c2ccccn2)cc(OC)c1OC	0	-6	0	3	-10	18	-6	6	0.5
Cn1c2cc(C#N)sc2c2cnn(Cc3ccc(F)cc3)c(=O)c21	6	-6	1	5	10	4	1	-9	1.5
[O-][n+]1onc2c1CCc1nnccc1-2	0	3	1	0	-1	25	-20	10	0.5
CCOc1ccc(NS(=O)(=O)c2ccc(C(=O)NCC(C)(C)N3CCOCC3)cc2)cc1	5	3	-1	4	-1	17	-7	-5	7.2
COc1ccc(C(=O)C(C)OC(=O)c2cccc(S(=O)(=O)Nc3cc(Cl)c(OC)cc3OC)c2)cc1 (centres undefined)	0	-16	-1	6	26	4	12	-7	3.2
O=C(CN1CCN(S(=O)(=O)c2ccc(F)cc2)CC1)Nc1ccccc1F	-12	-5	-5	0	0	0	-6	4	0.0
O=C1CCc2cc(S(=O)(=O)NCc3ccccc3Cl)ccc2N1	2	-9	1	2	8	-17	10	-6	0.6
Cc1ccc(Nc2cccc(C(F)(F)F)c2)nn1	-2	5	-5	0	-4	11	2	-13	5.3
Cc1nc2sc(C(N)=O)c(N)c2c(C)c1CC(=O)c1ccccc1	-10	-1	1	2	3	21	-13	-6	1.3
Cc1ccc(S(=O)(=O)N2[C@@H](c3cccc(Cl)c3)C(C(=O)O)=CC[C@H]2c2cccs2)cc1	6	0	-2	-1	8	8	-2	7	0.4
Cc1ccccc1OCC(=O)NN1C(=O)C2C3C=CC(O3)C2C1=O (centres undefined)	-9	14	1	2	1	26	-13	13	0.6
COC(=O)c1cc(S(=O)(=O)Nc2nn(C)c3ccccc23)oc1C	-2	-3	4	1	6	-3	1	-1	0.2
O=C(c1cccc(C(F)(F)F)c1)N1CCN(S(=O)(=O)c2ccc(Cl)s2)CC1	6	-8	1	5	9	16	-5	-2	1.6
COC(=O)c1cc(C#N)c(OC(C)C)nc1C	1	12	4	1	-11	12	0	-1	-0.1
CN1C(=O)/C(=C\c2ccco2)N=C1c1ccc(Cl)cc1Cl	4	1	-7	0	7	-15	6	0	-0.3
CC1CCN(S(=O)(=O)c2nnc(NC(=O)COc3ccccc3F)s2)CC1	-20	5	1	1	-9	12	6	6	0.2
CCCN(C(=O)c1nc2nc(C)cc(C)n2n1)c1c(N)n(Cc2ccccc2)c(=O)[nH]c1=O	1	6	5	0	4	-9	14	6	4.2
CCN1CCN(C(=S)c2ccc(SC)cc2)CC1	7	6	-5	-1	-7	17	-6	14	0.3
Cc1nnc(SCC(=O)Nc2ccc(F)cc2)n(N)c1=O	-3	-9	-5	1	19	-2	3	2	3.5
COC(=O)c1c(C)[nH]c(C(=O)C(C)OC(=O)c2ccco2)c1C (centres undefined)	9	3	4	5	-7	11	-15	0	1.8
Cn1cnnc1SCC(=O)Nc1ccccc1Sc1ccccc1	2	0	0	0	4	14	-7	-2	0.3
CCOC(=O)COc1coc(CN2CCN(c3ccccc3)CC2)cc1=O	-5	4	-1	1	1	28	-16	4	-0.2
Cc1c(/C=N/N=C2\CCC3C4CCc5cc(O)ccc5C4CCC23C)cnn1C (centres undefined)	-13	-2	0	5	1	6	-8	-2	3.0
COc1ccc(C(=O)COC(=O)[C@H](C)NS(=O)(=O)c2ccc(NC(C)=O)cc2)cc1OC	-13	3	-4	2	-2	7	-13	10	0.2
CCOC(=O)Cc1csc(NS(=O)(=O)c2ccc(NC(C)=O)cc2)n1	-13	-1	-3	0	8	-3	4	2	-0.5
CN(CC(=O)Nc1cccc(F)c1)C(=O)c1ccc(N2CCOCC2)c([N+](=O)[O-])c1	4	0	0	4	-1	5	-16	-3	6.1
CC(=O)Nc1ccc(S(=O)(=O)NNC(=O)c2cccc3ccccc23)cc1	1	3	-5	2	1	1	0	19	0.4
O=C(COc1ncnc2ccccc12)Nc1cccc(S(=O)(=O)N2CCOCC2)c1	3	-9	-1	1	6	14	-15	-7	0.8
COc1ccc2c(c1)C=C(CN1CCC(CO)(CCc3ccccc3)CC1)CO2	20	-17	-8	4	8	-1	0	-22	1.1
CCC1C/C(=C\c2cccnc2)C(=O)/C(=C/c2cccnc2)C1 (centres undefined)	7	1	0	6	9	29	-11	2	4.7
Other entries.
SMILES	M4 antag	CHRM5 PAM	CHRM5 agonist	CHRM4 agonist	M5 antag	M1 PAM parental	CHO-K1 Ca antag	CHRM4 PAM	CHO-K1 Ca ag
CCCC(=O)NC1=C(Cl)C(=O)c2ccccc2C1=O	61*	1	20	12	32*	30	-11	-8	1.3
COc1cccc(NC(=O)CNC(=O)N2CC(=O)Nc3ccccc32)c1	-6	-10	1	13	5	1	-9	-2	5.0
O=C(CSc1nnc(-c2ccco2)o1)N1CCN(c2ccccc2)CC1	-9	3	3	6	-3	-6	9	15	1.9
COc1ccc(CN2CCC(CO)(Cc3ccccc3C(F)(F)F)CC2)c(F)c1	-8	-8	-14	6	10	28	-14	-18	4.2
CCCC[C@@H]1CN=C(N)N1CC(C)(C)C	-4	-6	-3	2	18	-21	0	14	-0.4
Cc1cc(NC(=O)c2sc(Nc3cccc(C(F)(F)F)c3)nc2N)no1	3	-1	3	6	4	8	-3	-3	1.7
O=C(COC(=O)c1ccc(F)cc1)NCCCc1ccccc1	3	-1	-3	0	10	4	-12	3	0.2
O=C(NCCOc1ccccc1)C(=O)NCC1CCCO1 (centres undefined)	1	-1	-1	5	5	7	-15	-5	0.7
COC(=O)c1cccc(NC(=O)CSc2nncn2-c2ccccn2)c1	-10	-3	0	4	8	-5	-14	0	0.7
COC(=O)c1cccc(NC(=O)CN2CCN(c3ccc(OC)cc3)CC2)c1	3	1	0	-1	-3	7	13	12	-0.2
Cc1cc(NC(=O)CSc2nc3c(cnn3-c3cccc(Cl)c3)c(=O)[nH]2)no1	2	2	3	2	13	13	-20	4	0.4
O=C(c1cccc(F)c1)N1CCC2(CC1)NCCc1[nH]cnc12	-13	2	-2	2	-11	-4	-8	4	-0.4
COc1cccc(CNC(=O)C2CCN(S(=O)(=O)c3cccc4cccnc34)CC2)c1	-22	-8	1	9	-10	9	-8	7	2.1
CCOC(=O)[C@]12CCC=C1N(Cc1ccc(Cl)cc1Cl)C(=O)[C@H](CC(=O)N1CCSCC1)C2	11	-3	0	-1	-9	20	-23	-1	1.0
CCOc1ccc(-c2cc(N3C(=O)Nc4ccccc4N3O)n[nH]2)cc1	2	7	-4	0	-6	0	-1	1	-0.3

Part of the list above with just CHRM5 agonist.
SMILES,CHRM5 agonist
COC(=O)c1cccc(NC(=O)CSc2nncn2-c2ccccn2)c1,0
COC(=O)c1cccc(NC(=O)CN2CCN(c3ccc(OC)cc3)CC2)c1,0
Cc1cc(NC(=O)CSc2nc3c(cnn3-c3cccc(Cl)c3)c(=O)[nH]2)no1,3
